TrxR1 substrate: qHTS Assay for Substrates of Mammalian Selenoprotein Thioredoxin Reductase 1 (TrxR1): qHTS. actives 0.01% (n = 390,000). Potency, µM (top dose mostly 114 µM), for the others: top-dose activity change, negative = substrate turnover. purified TrxR1 substrate turnover, NADPH consumption readout; also: potency is read from the fitted curve at half-maximal effect; % is scaled to controls: 0 for no effect and ±100 for the full control effect; nearly all actives have a fitted effect of over 50% in size
Target sequence (O89049 whole entry, looked up): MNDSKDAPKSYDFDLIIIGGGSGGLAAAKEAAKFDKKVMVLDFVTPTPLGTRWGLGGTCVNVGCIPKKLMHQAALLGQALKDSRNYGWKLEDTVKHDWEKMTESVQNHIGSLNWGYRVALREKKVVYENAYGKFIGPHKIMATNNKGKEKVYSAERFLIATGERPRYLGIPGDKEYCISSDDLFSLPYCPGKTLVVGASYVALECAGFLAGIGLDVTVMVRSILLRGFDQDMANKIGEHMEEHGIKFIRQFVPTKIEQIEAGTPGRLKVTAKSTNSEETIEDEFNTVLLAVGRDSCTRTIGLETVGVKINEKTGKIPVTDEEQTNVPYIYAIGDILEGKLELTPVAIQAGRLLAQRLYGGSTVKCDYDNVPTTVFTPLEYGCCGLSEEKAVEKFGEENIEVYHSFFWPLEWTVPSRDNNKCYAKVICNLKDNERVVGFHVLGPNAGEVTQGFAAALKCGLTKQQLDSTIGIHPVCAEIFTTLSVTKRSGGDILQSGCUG
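Rat TrxR1, dispensed at 90 nM, was prereduced with 400 uM NADPH (final) for 5 min at ~22 deg C, then incubated with compound 15 min before 400 uM selenite. A first-read NADPH fluorescence drop versus no-compound background flagged substrates.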
TrxR1 inh: qHTS Assay for Inhibitors of Mammalian Selenoprotein Thioredoxin Reductase 1 (TrxR1): qHTS; recombinant rTrxR1, NADPH fluorescence consumption, selenite substrate; Potency, µM (highest dose often 114 µM), inactives show at the top dose activity change, negative = inhibition, actives largely listed as inhibitors; actives 1% (n = 390,000); AID 588453, 2011; also: potency is read from the fitted curve at half-maximal effect; % is scaled to controls: 0 for no effect and ±100 for the full control effect; nearly all actives have a fitted effect of over 65% in size
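Rat TrxR1 (90 nM in the dispensed reagent) was pre-reduced with 400 uM NADPH for 5 min at room temperature, then incubated with compound for 15 min. After 400 uM selenite was added, NADPH fluorescence (Ex 340/Em 450 nm) was followed for 8 min.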
RGS4 inhibitor: Inhibitors of Regulator of G Protein Signaling (RGS) 4: qHTS. Regulator of G-protein signaling 4 (Homo sapiens), P49798. Transcreener GDP fluorescence polarization, RGS4-accelerated GTP hydrolysis. Potency, µM (series often up to 114 µM), for the others: at the top dose activity change, negative = inhibition, hits mostly inhibitors. actives 0.039% (n = 390,000); also: potency is read from the fitted curve at half-maximal effect; % is scaled to controls: 0 for no effect and ±100 for the full control effect; nearly all actives have a fitted effect of over 75% in size; some results filed as inactive show a strong effect at the top dose
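MLSMR compounds (23 nl, pin-transferred) preincubated 10 min at room temperature with a 500nM (2x) first reagent, then RGS4 at 900nM (2x) plus Transcreener GDP mix added; fluorescence polarization (620/688 nm) read before and after 90 min at 30 °C.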
IDH1 R132H inh: qHTS for Inhibitors of mutant isocitrate dehydrogenase 1 (IDH1): qHTS; AID 602179, 2012; actives 0.093% (n = 390,000); IDH1-R132H enzyme, NADPH consumption, diaphorase/resazurin fluorescence; Potency, µM (doses to about 76.6 µM), for the others: at the top dose activity change, negative = inhibition, most hits filed as inhibitors; also: potency is read from the fitted curve at half-maximal effect; % is scaled to controls: 0 for no effect and ±100 for the full control effect; nearly all actives have a fitted effect of over 65% in size
Target sequence (O75874 whole entry R132H, stated change not applied): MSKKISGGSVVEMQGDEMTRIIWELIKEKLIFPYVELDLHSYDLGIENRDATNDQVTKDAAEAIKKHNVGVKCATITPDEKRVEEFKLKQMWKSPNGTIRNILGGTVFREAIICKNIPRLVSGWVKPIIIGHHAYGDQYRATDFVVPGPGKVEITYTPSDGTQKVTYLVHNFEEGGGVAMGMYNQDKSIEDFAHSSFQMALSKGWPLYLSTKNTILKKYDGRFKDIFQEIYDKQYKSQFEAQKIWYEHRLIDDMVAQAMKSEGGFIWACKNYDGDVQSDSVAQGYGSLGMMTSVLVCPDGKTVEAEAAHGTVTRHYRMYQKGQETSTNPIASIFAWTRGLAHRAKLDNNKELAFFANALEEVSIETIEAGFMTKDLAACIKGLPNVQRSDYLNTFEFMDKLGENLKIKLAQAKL
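IDH1-R132H (0.5 ug/mL dispensed) in pH 7.5 Tris buffer was preincubated 30 min with compound, then given a substrate mix of 0.016 mM NADPH and 2 mM alpha-KG for 80 min at room temperature; remaining NADPH was read by diaphorase/resazurin fluorescence.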
Vif-APOBEC3F blk: qHTS for Inhibitors of Vif-A3F Interactions: qHTS; HeLa A3F-eYFP + Vif (tagged APOBEC3F with the HIV-1 protein that degrades it), YFP fluorescence increase; Potency, µM (doses to about 46.1 µM), for inactives: top-dose activity, negative = active; actives 0.2% (n = 390,000); AID 602313, 2012; also: potency is read from the fitted curve at half-maximal effect; % of control where 0% means no effect; nearly all actives have a fitted effect of over 65% in size
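HeLa cells stably expressing Vif plus C-terminally eYFP-tagged A3F were seeded, incubated overnight at 37 deg C, dosed with compound, incubated overnight again at 37 deg C. Yellow fluorescence (Ex 488/Em 500-530) reported blocked Vif-mediated A3F-eYFP degradation.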
Glioma ERSR ind: qHTS for Inducers of the Endoplasmic Reticulum Stress Response (ERSR) in Human Glioma: qHTS | actives 0.02% (n = 420,000) | U87-MG GRP78 promoter luciferase reporter, 16 h | Potency, µM, inactives show at the top dose activation, most hits filed as activators | AID 602332, 2012; also: potency is read from the fitted curve at half-maximal effect; series mostly up to about 76 µM; % of control where 0% means no effect; nearly all actives have a fitted effect of over 35% in size
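ERSR induction read as luciferase luminescence (Bright-Glo, 10 min at room temperature) in stably transfected human U87-MG glioma cells exposed to compounds for 16 h, using GRP78 as sensor.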
Vif-APOBEC3G blk: qHTS for Inhibitors of Vif-A3G Interactions: qHTS. DNA dC->dU-editing enzyme APOBEC-3G (Homo sapiens), Q9HC16. HeLa A3G-eYFP + Vif (tagged APOBEC3G with the HIV-1 protein that degrades it), YFP fluorescence, overnight. Potency, µM (titrated, usually from 46.1 µM), for the others: at the highest dose activity, negative = active, most hits filed as inhibitors. actives 0.076% (n = 410,000). AID 602310, 2012;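 also: potency is read from the fitted curve at half-maximal effect; % is scaled to controls: 0 for no effect and ±100 for the full control effect; nearly all actives have a fitted effect of over 60% in size; hits raise eYFP signal because A3G escapes Vif-driven loss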
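HeLa cells stably expressing Vif and C-terminally eYFP-tagged A3G, seeded overnight at 37 deg C, then exposed to compound by pintool overnight at 37 deg C. Rise in yellow fluorescence (Ex 488/Em 500-530, Acumen) marks blocked Vif-driven A3G degradation.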
LDHA block: qHTS assay for inhibitors of human lactate dehydrogenase; L-lactate dehydrogenase A chain (Homo sapiens), P00338; purified LDHA, NADH/diaphorase-resazurin fluorescence; stronger effect = lower value; activity change, % (values are at about 110 or 230 µM); actives 0.15% (n = 480,000); AID 1347041, 2019; in the data active = activity change below about -30%; inconclusive = mostly about -25% to -30%;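 also: plate controls were DMSO wells for no effect and wells without enzyme for full effect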
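Human LDH5 at 2 nM final in Tris HCl pH 7.4 with 0.06 mM NADH and 0.2 mM pyruvate, reacted 5 minutes at room temperature. Remaining NADH coupled via diaphorase/resazurin; resorufin fluorescence read at 0 and 20 minutes, normalized to enzyme-free and DMSO wells.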
USP1-UAF1 inh: Inhibitors of USP1/UAF1: Primary Screen; Ubiquitin carboxyl-terminal hydrolase 1 (Homo sapiens), O94782; recombinant USP1/UAF1, Ub-Rhodamine cleavage fluorescence; Potency, µM (titrated, usually from 57.1 µM), without a hit: top-dose activity change, negative = inhibition, actives largely listed as inhibitors; actives 0.23% (n = 390,000); also: potency is read from the fitted curve at half-maximal effect; % is scaled to controls: 0 for no effect and ±100 for the full control effect; nearly all actives have a fitted effect of over 60% in size; inactives centre near -12
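In this screen, compounds sit with the deubiquitinase complex (1nM) for 15 min at room temperature before Ub-Rho is added at 150nM final. Fluorescence rise is then followed for 6 reads every 60 seconds.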
Numbers without * were called inactive; ? = inconclusive; nt = not tested or not shown; [ ] = another dose, or the depositor's remark. Unless noted, calls follow the shape of the dose curve; as a rule, active = well fitted curve in the direction sought with a large enough effect; inconclusive = small, poorly fitted or top-dose-only effect, or another doubt; inactive = no such curve, though single readings can be large; an effect the other way counts as inactive or inconclusive. Only part of the results is shown (hit frequency here may not be typical).

The line under a structure holds: TrxR1 substrate	TrxR1 inh	RGS4 inhibitor	IDH1 R132H inh	Vif-APOBEC3F blk	Glioma ERSR ind	Vif-APOBEC3G blk	LDHA block	USP1-UAF1 inh
- C[C@H]1C(=O)N(C)CCN1C(=O)c1ccc(OC2CCN(CCc3ccccc3)CC2)cc1
    nt	nt	nt	-1%	1%	-1%	0%	-10	0%
- COC(=O)c1cccc(NC(=S)Nc2ccc(Cl)c(Cl)c2)c1
    0%	?	-11%	-1%	-23%	0%	1%	-4	-9%
- CCc1cccc(C)c1N(C(=O)Cn1c(CO)nc2ccccc21)C(C)COC (stereo not drawn)
    -3%	1%	-12%	9%	-9%	-7%	-1%	-2	-18%
- O=C(COc1ccc(Cl)cc1Cl)NCCCn1ccnc1
    -7%	-13%	17%	5%	1%	1%	-4%	0	-10%
- COc1cc2c(cc1OC)CN(C(=O)/C=C/c1cccc([N+](=O)[O-])c1)CC2
    1%	11%	4%	7%	-19%	-6%	-5%	1	-23%
- COc1cc(OC)nc(NC(=O)NS(=O)(=O)c2ccc(F)cc2)n1
    -7%[57.1 µM]	-8%[57.1 µM]	22%	-7%	10%	-5%	0%	-9	-5%
- CC(=O)Nc1ccc(C(=O)N2CCN(S(=O)(=O)c3ccc4c(c3)OCCCO4)CC2)cc1
    -2%	22%	19%	-2%	-4%	-3%	2%	-15	-11%
- Cc1nc(SCc2ccc(OCCC(C)C)cc2)n[nH]1
    1%	24%	12%	12%	2%	?	-1%	-2	-19%
- CCSc1nc(C2CC2)cc(-c2cccs2)c1C#N
    4%	5%	0%	-6%	-28%	-3%	-15%	-4	-8%
- CC(C)(C)c1ccc(C(=O)Cn2cnnc2C#N)cc1
    4%	-3%	-18%	4%	4%	0%	-1%	0	-2%
- COc1cc(/C=C/C(=O)OCC(=O)N2c3ccccc3CC2C)cc(OC)c1OC (stereo not drawn)
    18%	44%[activator]	0%	-7%	1%	1%	?	-10	-19%
- CCc1ccc(CN(C)C(=O)c2cccc(S(=O)(=O)Nc3ccccc3OC)c2)cc1
    -6%	-4%	-21%	3%	?	-3%	1%	0	-15%
- CCOC(=O)c1c(NC(=O)c2cc(-c3ccc(OC)c(OC)c3)on2)sc(C)c1C
    3%	24%	13%	-14%	-8%	-2%	0%	-12	-21%
- COc1ccc(/C=N/NC(=O)CN2CCCC2)cc1
    -4%	29%[2.29 µM]	-8%	-4%	-2%	-3%	-3%	3	-7%
- O=C(O)CC1(CC(=O)Nc2ccccc2C(=O)c2ccccc2)CCCC1
    4%	10%	-4%	-11%	-8%	-3%	-6%	1	-9%
- COc1cccc(-n2nnc3c(=O)n(Cc4cccc(F)c4)cnc32)c1
    -6%	7%	-3%	1%	-1%	0%	-6%	2	-17%
- Cc1ccc(C(=O)OCC(=O)NC2CCS(=O)(=O)C2)c(C)c1 (stereo not drawn)
    3%	22%	34%	-12%	-2%	5%	0%	-10	-4%
- CC(=O)c1ccc(NC(=O)c2ccc(-c3nc(CSc4ccc(C)cc4)c(C)o3)cc2)cc1
    5%	6%	-30%	0%	-4%	-3%	6%	2	-25%
- Cn1c(/C=C/N2CCOCC2)c(C(=O)c2ccc(Br)cc2)c(=O)n(C)c1=O
    5%[57.1 µM]	8%[57.1 µM]	-4%	-1%	3%	3%	-3%	-2	7%
- Cc1ccc(C2c3[nH]c4ccccc4c3CCN2C(=O)CCc2ccccc2)cc1 (stereo not drawn)
    -1%[57.1 µM]	36%[57.1 µM]	20%	-4%	-1%	-3%	-15%	-5	1%
- COCc1cc([C@@H]2C[C@H]3CN(c4ccccc4)C(=O)[C@]34CCCN24)ccc1OC
    3%	-1%	15%	2%	1%	0%	0%	0	-5%
- COc1ccc(N(C)C(=O)NCc2noc3ccc(C)cc23)c(OC)c1
    -5%	-9%	-25%	0%	3%	-4%	-1%	2	2%
- CCN(CC)S(=O)(=O)c1ccc(C(=O)NCc2n[nH]c(=S)n2-c2ccc(Cl)c(Cl)c2)cc1
    8%[57.1 µM]	-16%[57.1 µM]	-28%	-3%	1%	-2%	-6%	-9	-16%
- Cc1ccc(NC(=O)COC(=O)CCCC2=NS(=O)(=O)c3ccccc3N2)cc1C
    -8%	1%	-10%[11.4 µM]	-9%	-5%	3%	1%	-1	-7%
- COc1ccc(CCN2C(=NC(=O)CCC(=O)O)SC3CS(=O)(=O)CC32)cc1 (stereo not drawn)
    9%	13%	-8%	0%	2%	-4%	4%	-9	-14%
- O=S(=O)(NCCc1csc2nc(-c3ccccc3)nn12)c1cc(F)ccc1F
    5%[57.1 µM]	11%[57.1 µM]	-4%	4%	1%	-2%	1%	-1	5%
- CC1CCN(C(=O)c2ncn3c2c(=O)[nH]c2ccccc23)CC1
    nt	nt	nt	0%	-8%	1%	0%	-1	0%
- O=C(c1cccc(Cl)c1)C1CCCN(C(=O)c2ccoc2)C1 (stereo not drawn)
    4%	15%[11.4 µM]	-31%	4%	10%	-2%	2%	-3	?
- Nc1c(C(=O)OCC2CCCO2)c2nc3ccccc3nc2n1C1CCCCC1 (stereo not drawn)
    21%	-2%	-6%	-1%	-7%	-2%	0%	12	?
- CCCCNC(C(=O)Nc1ccc([N+](=O)[O-])cc1Br)c1ccccc1 (stereo not drawn)
    -2%	-15%	4%	12%	7%	-2%	-4%	-31*	-19%

Compound profiles, from the list above. Values in the order: TrxR1 substrate | TrxR1 inh | RGS4 inhibitor | IDH1 R132H inh | Vif-APOBEC3F blk | Glioma ERSR ind | Vif-APOBEC3G blk | LDHA block | USP1-UAF1 inh
`Cn1c(/C=C/N2CCOCC2)c(C(=O)c2ccc(Br)cc2)c(=O)n(C)c1=O` in the list: 5%[57.1 µM] | 8%[57.1 µM] | -4% | -1% | 3% | 3% | -3% | -2 | 7%
`COC(=O)c1cccc(NC(=S)Nc2ccc(Cl)c(Cl)c2)c1` in the list: 0% | ? | -11% | -1% | -23% | 0% | 1% | -4 | -9%

Arranged by value in TrxR1 inh (falling): some entries from above.
| canonical_smiles | TrxR1 inh |
| --- | --- |
| Cc1nc(SCc2ccc(OCCC(C)C)cc2)n[nH]1 | 24% |
| COc1cccc(-n2nnc3c(=O)n(Cc4cccc(F)c4)cnc32)c1 | 7% |
| COCc1cc([C@@H]2C[C@H]3CN(c4ccccc4)C(=O)[C@]34CCCN24)ccc1OC | -1% |
| Nc1c(C(=O)OCC2CCCO2)c2nc3ccccc3nc2n1C1CCCCC1 (stereo not drawn) | -2% |
| CCc1ccc(CN(C)C(=O)c2cccc(S(=O)(=O)Nc3ccccc3OC)c2)cc1 | -4% |

(next part)
The line under a structure holds: TrxR1 substrate	TrxR1 inh	RGS4 inhibitor	IDH1 R132H inh	Vif-APOBEC3F blk	Glioma ERSR ind	Vif-APOBEC3G blk	LDHA block	USP1-UAF1 inh
- O=C(COC(=O)CCNS(=O)(=O)c1ccccc1)NC(=O)c1ccccc1
    -5%	-8%	-2%	0%	-3%	-5%	1%	-2	-2%
- COc1ccc(/C(O)=C2/C(=O)C(=O)N(CCCN(C)C)C2c2cccc(Cl)c2)cc1OC (stereo not drawn)
    1%	2%	10%	0%	-13%	-5%	0%	-5	-22%
- COc1ccc(CC(=O)Nc2ccc(-c3nc4cc(C)ccc4o3)c(O)c2)cc1OC
    188%[activator][57.1 µM]	52%[activator][57.1 µM]	?	6%	-14%	2%	-1%	-5	-19%
- COC(=O)c1sccc1NC(=O)CN(C)NS(=O)(=O)c1ccc([N+](=O)[O-])cc1
    8%[57.1 µM]	-15%[57.1 µM]	?	2%	-4%	-4%	-5%	2	-9%
- Cc1cc(C)cc(NC(=S)NCc2cccs2)c1
    -14%	?	17%	5%	?	-2%	-3%	0	1%
- Cc1cc(C(F)(F)F)c2sc(N)nc2n1
    8%[57.1 µM]	3%[57.1 µM]	-10%	-1%	-17%	9%	0%	-13	-8%
- CCCc1ccc(OCC(=O)Nc2cc(S(=O)(=O)CC)ccc2O)cc1
    -12%	-5%	9%	-4%	19%	-4%	2%	-8	-6%
- Cc1ccccc1C(=O)NNC(=O)/C=C\C(=O)O
    0%	7.1µM*	-26%	11%	-3%	7%	-3%	-7	-8%

From PubChem BioAssay
